Assay outcomes from PubChem BioAssay.
hERG WT inh: blocks the wildtype human KCNH2 potassium channel. Q12809. U2OS, BacMam KCNH2, thallium flux FluxOr; hits give low values. activity change, % at 1.84 µM. actives 0.37% (n = 340,000). AID 720551;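 active = maximum activity change below -70%; inconclusive = maximum activity change between -70% and -50%; inactive = maximum activity change above -50%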; also: % is scaled to controls: 0 for no effect and ±100 for the full control effect
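U2OS cells were transduced with wild-type KCNH2 virus (2.03 x 10^8 / mL) for 4 h at room temperature, then cultured overnight at 37 C. Thallium flux was read with FluxOr dye. Rate constants were normalized to DMSO controls.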
AT treatment: candidate therapy for ataxia-telangiectasia; […] A-T fibroblasts, KAP-1 phosphorylation AlphaLISA; neocarzinostatin DNA damage 30 min before lysis; Potency, µM (series often up to 57.5 µM), without a hit: at the top dose activation, most hits filed as activators; actives 0.19% (n = 320,000); AID 485349; also: potency is read from the fitted curve at half-maximal effect; % of control where 0% means no effect; nearly all actives have a fitted effect of over 45% in size
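hTERT-immortalized A-T patient fibroblasts ([…]), 500 cells/well in OPTI-MEM, 1% FBS, got compounds for 60 min, then NCS for 30 min at 37C. Lysates were then assayed for phospho-KAP-1 by AlphaLISA (anti-pKAP1 donor, anti-KAP1 acceptor beads), 6 hr at 25C.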
KCNH2 3.1 block: inhibitors of human KCNH2 3.1 potassium channel isoform | U2OS KCNH2 3.1, thallium flux FluxOr; hits give low values | activity change, % (tested at about 1.8 µM) | actives 0.95% (n = 340,000) | AID 720553;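 active = maximum activity change below -70%; inconclusive = maximum activity change from -70% to -50%; inactive = maximum activity change above -50%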;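 also: thallium influx rate constant from kinetic fluorescence after stimulation buffer; % is scaled to controls: 0 for no effect and ±100 for the full control effect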
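U2OS cells transduced with KCNH2 3.1 mutant virus (1.77 x 10^8 /mL, 4 h), plated overnight at 37 C, loaded 45 min with FluxOr dye plus Red40 quencher. Thallium flux rate constant from kinetic reads after stimulation buffer, normalised to controls.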
TSHR antag: blocks TSH signaling through the human TSH receptor. P16473. TSHR-expressing cells, TSH-stimulated cAMP HTRF, 2 h; hits give low values. activity change, negative = inhibition, % at 11.5 µM. actives 0.2% (n = 330,000). AID 504810;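 active = activity change below a set negative limit, meaning inhibition stronger than a set level, cut at about -70% in these data; inconclusive = activity change between two set negative limits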; also: % is scaled to controls: 0 for no effect and ±100 for the full control effect
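Competitive HTRF cAMP read-out (cryptate anti-cAMP antibody, cAMP-d2; 30 min, room temperature) in freshly harvested TSHR cells. Compounds added before TSH at EC80 (4nM final), followed by 2 hours' incubation at 37 deg C.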
Eya2 inh: blocks the phosphatase activity of human Eya2; actives 0.006% (n = 330,000); Potency, µM (top dose mostly 76.9 µM), for inactives: at the top dose activity, negative = inhibition, actives largely listed as inhibitors; O00167; recombinant Eya2, OMFP fluorescence dephosphorylation (OMFP is methylfluorescein phosphate); also: potency is read from the fitted curve at half-maximal effect; % is scaled to controls: 0 for no effect and ±100 for the full control effect
Target sequence (O00167 whole entry, looked up): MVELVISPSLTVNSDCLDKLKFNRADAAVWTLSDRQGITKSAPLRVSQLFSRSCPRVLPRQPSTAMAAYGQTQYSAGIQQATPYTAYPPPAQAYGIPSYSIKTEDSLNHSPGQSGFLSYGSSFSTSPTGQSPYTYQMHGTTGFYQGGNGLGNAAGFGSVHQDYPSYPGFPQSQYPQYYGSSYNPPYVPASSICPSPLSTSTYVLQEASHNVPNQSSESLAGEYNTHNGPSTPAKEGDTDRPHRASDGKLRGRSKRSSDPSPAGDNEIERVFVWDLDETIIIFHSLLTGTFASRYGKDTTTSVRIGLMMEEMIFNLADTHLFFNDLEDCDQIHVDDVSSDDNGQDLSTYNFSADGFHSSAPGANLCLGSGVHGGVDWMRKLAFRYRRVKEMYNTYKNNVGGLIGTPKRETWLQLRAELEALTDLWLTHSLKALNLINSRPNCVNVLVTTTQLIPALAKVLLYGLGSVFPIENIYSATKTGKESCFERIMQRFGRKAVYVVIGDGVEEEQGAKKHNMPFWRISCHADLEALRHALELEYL
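Eya2 (0.2 uM) preincubated 10 min at ambient with compound, then OMFP substrate added at 50 uM; 10 min reaction in 50 mM HEPES pH 7.5, 50 mM NaCl, 5 uM MgCl2, 0.05% BSA, 1 mM DTT. Fluorescence read at Ex 485/Em 525 nm.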
TRPV1 agonist: agonists of human vanilloid receptor 1 (TRPV1) | Q8NER1 | TRPV1-expressing cells, Fluo-8 calcium influx, agonist mode | activation, % at 8.33 µM | actives 0.19% (n = 320,000) | AID 540275; in the data active = activation above about 80%; inconclusive = between about 30% and that limit; also: 0% is about no effect
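Fluo-8 calcium influx in TRPV1-expressing cells, kinetic read (ex 480/em 520 nm). Compound added and read 3 min for agonist activity, followed by capsaicin at EC20 final and 2 min further read for enhancement.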
USP2a inh: USP2a (human) protease inhibition; Potency, µM (series often up to 38.3 µM), without a hit: at the highest dose activity change, negative = inhibition, hits mostly inhibitors; actives 0.01% (n = 330,000); USP2 core, Ub-CHOP2 coupled fluorogenic reporter, 485/531; AID 463254; O75604;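 also: potency is read from the fitted curve at half-maximal effect; plate controls were DMSO wells for no effect and full inhibition by NEM control for full effect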
Target sequence (O75604 whole entry, looked up): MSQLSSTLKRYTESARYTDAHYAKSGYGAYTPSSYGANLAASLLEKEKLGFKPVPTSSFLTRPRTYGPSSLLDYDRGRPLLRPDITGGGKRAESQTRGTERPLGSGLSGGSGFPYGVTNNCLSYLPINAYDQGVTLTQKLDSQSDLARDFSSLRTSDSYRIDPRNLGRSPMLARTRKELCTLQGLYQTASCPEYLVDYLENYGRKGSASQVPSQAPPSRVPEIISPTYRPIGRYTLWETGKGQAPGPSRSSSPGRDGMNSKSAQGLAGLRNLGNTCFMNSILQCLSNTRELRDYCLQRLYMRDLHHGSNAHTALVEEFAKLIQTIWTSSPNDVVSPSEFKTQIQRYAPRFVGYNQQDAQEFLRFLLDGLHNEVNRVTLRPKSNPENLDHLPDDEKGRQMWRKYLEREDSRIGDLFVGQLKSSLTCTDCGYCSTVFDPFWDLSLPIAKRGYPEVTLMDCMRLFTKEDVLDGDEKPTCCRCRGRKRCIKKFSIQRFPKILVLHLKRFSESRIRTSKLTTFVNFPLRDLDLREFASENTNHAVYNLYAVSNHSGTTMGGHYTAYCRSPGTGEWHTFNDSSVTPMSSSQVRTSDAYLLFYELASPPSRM
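Deubiquitinase activity read as fluorescence (485/531 nm) after Ub-CHOP2 cleavage activates the enterokinase reporter on its substrate; USP2 core 10nM, Ub-CHOP2 and substrate 25nM each, 30min compound preincubation then 60min RT; data normalized to NEM, curves fitted.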
TCR act: activates T cell receptor signaling | primary human leukocytes, anti-CD3, IL-2 HTRF, 48 h | Potency, µM (titrated, usually from 9.22 µM), inactives show at the highest dose activation of IL-2 secretion, hits mostly activators | 330,000 tested, under 10 active; also: % of control where 0% means no effect
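Human primary leukocytes + a-CD3 beads + cpd, 48 hr; IL-2 in supernatant by HTRF (ex 320nm / em 665nm). No co-stimulatory signal supplied.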
ELG1 repair inh: ELG1-dependent DNA repair inhibition; HEK293T ELG1-luciferase reporter, luminescence, 16 h; DNA damage induced by 5-fluorouridine; Potency, µM (doses to about 46.1 µM), for the others: at the highest dose activity change, negative = inhibition, usual class: inhibitors; actives 2.3% (n = 330,000); also: potency is read from the fitted curve at half-maximal effect; % is scaled to controls: 0 for no effect and ±100 for the full control effect; nearly all actives have a fitted effect of over 55% in size
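Step one: seed 2,000 cells per well. Step two: pin-transfer compound or DMSO alongside 5-fluorouridine. Step three: incubate 16 hr, 37 °C, 5% CO2. Step four: add ONE-Glo, wait 30 min, read luminescence.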
Mito fusion act: inhibitors of mitochondrial division or activators of mitochondrial fusion; S. cerevisiae fusion-defective mutant growth rescue, CellTiterGlo 48 h; Potency, µM (titrated, usually from 46.1 µM), without a hit: top-dose growth rescue (activation), most hits filed as activators; actives 0.23% (n = 320,000);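 also: potency is read from the fitted curve at half-maximal effect; % of control where 0% means no effect; nearly all actives have a fitted effect of over 45% in size; temperature-sensitive fusion mutants such as fzo1-1 at 37 °C on non-fermentable ethanol glycerol medium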
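Luminescent cell viability in 1536-well qHTS format served as the measure of rescued growth in ts fusion-mutant S. cerevisiae cultured on non-fermentable YPEG for 48 hours at 37C.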
Starred values were filed as active, the others as inactive; ? = inconclusive; nt = not tested or not shown; & = joins results of further samples; [ ] = another dose, or the depositor's remark. Unless noted, calls follow the shape of the dose curve; as a rule, active = well fitted curve in the direction sought with a large enough effect; inconclusive = small, poorly fitted or top-dose-only effect, or another doubt; inactive = no such curve, though single readings can be large; an effect the other way counts as inactive or inconclusive. A portion of the library, so the mix of outcomes need not match the whole.

SMILES	hERG WT inh	AT treatment	KCNH2 3.1 block	TSHR antag	Eya2 inh	TRPV1 agonist	USP2a inh	TCR act	ELG1 repair inh	Mito fusion act
FCCCOc1ccc(/C=N/OCc2ccc(Cl)cc2)cc1	-3	13%	-20	-13	4%	-1	0%	6%	19%	3%
Fc1ccc(/C=N/N2CCN(Cc3ccccc3)CC2)cc1	27	-11%	9	-7	-12%	8	-8%	nt	?	1%
COc1ccc(CNC(=O)COc2cc(O)c3c(c2)OC(C)(C)CC3=O)c(OC)c1	2	9%	-12	5	-2%	12	-2%	-1%	?	1%
Cc1c(Cl)cccc1N/C(=N/S(=O)(=O)c1cccs1)c1ccccc1	4	6%	3	-10	6%	0	2%	7%	5%	8%
O=C(Nc1cc(Br)ccc1O)c1cnn2c(C(F)F)cc(C3CC3)nc12	6	7%	3	-2	3%	-3	1%	nt	2.3µM*	-7%
CC1CCCCC1NC(=O)CCNC(=O)N1CC(=O)Nc2ccccc21 (configuration not stated)	1	7%	8	-6	5%	3	5%	14%	3%	0%
COC(=O)c1ccccc1NC(=O)NC1CCC(C)CC1 (configuration not stated)	1	-6%	-3	-13	-12%	26	1%	4%	?	6%
O=C(NCc1nnc(SCC(=O)N2CCCc3ccccc32)n1-c1ccccc1)c1cccc2ccccc12	6	-2%	3	1	2%	4	0%	-5%[46.1 µM]	?	-12%
CCC(=O)Nc1ccnc(-c2cccnc2)n1	5	-2%	-108*	-13	-2%	1	2%	3%	-5%	3%
Cn1c(N)c(C(=O)CSc2nnc(NC3CCCCC3)s2)c(=O)n(C)c1=O	-4	3%	17	12	-5%	2	2%	-6%	-19%	0%
Cc1ccc(Cl)cc1NC(=O)CCC(=O)Nc1cc(Cl)ccc1C	-1	nt	3	1	-5%	-4	-1%	-1%	5%	2%
CCCN(C(=O)COC(=O)CC1CCCCC1)c1c(N)n(Cc2ccccc2)c(=O)[nH]c1=O	-6	1%	8	-11	13%	3	2%	nt	-3%	-6%
O=C(CN1C(=O)/C(=C\c2cccc(F)c2)Oc2ccccc21)N1CCN(c2ccccn2)CC1	4	-2%	12	25	6%	-4	3%	4%	0%	1%
Cc1ccc(S(=O)(=O)N2CCN(S(=O)(=O)N3CCCCC3)CC2)c(C)c1	10	5%	15	10	-11%	18	-1%	3%	16µM*	0%
N#CC1=C(N)Oc2n[nH]c(-c3ccc(F)cc3)c2C1c1ccncc1 (configuration not stated)	7	2%	5	-1	17%	0	0%	-8%	-3%	1%
O=C(Nc1ccc2nc(-c3ccc4nc[nH]c4c3)[nH]c2c1)c1cccs1	-5	1%	6	14	-12%	-2	-13%	nt	-22%	-6%
Cc1cc2oc(=O)cc(CN3CCCCC3)c2cc1O	14	-4%	12	-10	11%	3	-2%	-2%	?	6%
COc1nnc(-c2ccc(N3CCCCC3)c(NC(C)=O)c2)c2ccccc12	11	1%	4	14	11%	?	0%	0%	-19%	25%
CC1S/C(=N/N=C2CCCCC2)NC1=O (configuration not stated)	-3	-3%	0	8	1%	0	4%	2%[46.1 µM]	18%	-4%
O=C(NCc1ccc2c(c1)OCO2)Nc1ccc([N+](=O)[O-])cc1	-10	2%	-10	-22	-1%	26	3%	-1%	?	7%

Quoted from the listing, 2 compounds:
SMILES	hERG WT inh	AT treatment	KCNH2 3.1 block	TSHR antag	Eya2 inh	TRPV1 agonist	USP2a inh	TCR act	ELG1 repair inh	Mito fusion act
CC1S/C(=N/N=C2CCCCC2)NC1=O (configuration not stated)	-3	-3%	0	8	1%	0	4%	2%[46.1 µM]	18%	-4%
O=C(NCc1ccc2c(c1)OCO2)Nc1ccc([N+](=O)[O-])cc1	-10	2%	-10	-22	-1%	26	3%	-1%	?	7%

Further compounds follow.
SMILES	hERG WT inh	AT treatment	KCNH2 3.1 block	TSHR antag	Eya2 inh	TRPV1 agonist	USP2a inh	TCR act	ELG1 repair inh	Mito fusion act
O=C(N/N=C/c1ccc(OCc2ccccc2)cc1)c1cc[n+](Cc2ccccc2)cc1	-4	3%	-6	9	-11%	-1	-8%	1%[46.1 µM]	?	-3%
O=C(/C=C/c1ccccc1)Nn1c(-c2cccs2)nc2ccccc2c1=O	2	4%	11	2	1%	24	0%	1%[46.1 µM]	-17%	?
O=C(COC(=O)c1ccc(Cl)nc1)NC1CCCCCC1	7	5%	8	-3	20%	2	2%	4%	5%	2%
CC1(c2ccccc2)NC(=O)N(CC(=O)Nc2cc3c(cc2Br)OCCO3)C1=O (configuration not stated)	4	7%	-17	1	16%	-1	-2%	5%	7%	-5%
O=S(=O)(c1ccc(S(=O)(=O)N2CCN(C3CCCCC3)CC2)cc1)N1CCCCCC1	-14	-4%	-13	4	4%	5	0%	0%	13%	-3%
CCN(CC)S(=O)(=O)c1cccc(C(=O)Nc2ccc(S(=O)(=O)NC3=NCCCCC3)cc2)c1	3	16%	3	5	-28%	-2	-2%	2%	?	-1%
CC(C)CCC(C(=O)O)C(C)CC(=O)NNC(=O)c1ccco1 (configuration not stated)	3&-1	-4%&4%	?	3&1	-12%&0%	-5&1	3%&3%	-3%&-9%	-17%&14%	0%&5%
COc1cc(NC(=S)Nc2cccc(Cl)c2Cl)c(OC)cc1Cl	7	-2%	12	6	1%	-1	2%	-5%	-5%	-11%
CCCCNC(=O)O[C@H]1C[C@@H]2CCN3C(=O)CCC(C)(C)[C@H](C1)[C@H]23	3	3%	8	3	5%	-2	2%	5%	-4%	-1%
COc1cc(O)c(C(=O)/C=C/c2ccccc2)c(OC)c1	-5	?	-4	-8	5%	3	-9%	-2%	?	8%
CCC(=O)Nc1ccc(NC(=O)CSc2nc3c(c(=O)n(C)c(=O)n3C)n2CC)cc1	-2	-11%	-20	-7	-5%	0	2%	2%	-1%	-1%
O=C(CSc1nnc(-c2ccccc2)n1Cc1ccco1)Nc1ccc(S(=O)(=O)N2CCCC2)cc1	-4	11%	-4	-18	?	-6	-7%	6%	?	2%
COc1ccc(N(C)C(=O)CCS(=O)(=O)c2cccc3nonc23)cc1	-5	nt	-5	nt	nt	1	nt	5%	nt	-1%
C=CCNC(=S)/C(=C(/[O-])c1ccccc1Br)[n+]1ccccc1	3	-10%	21	-12	3%	0	-1%	7%	5%	-1%
Cc1cc(C)n(-c2cccc(F)n2)n1	-6	-5%	14	13	-25%	-2	0%	-5%	6%	-4%
CCOC(=O)c1c(NC(=O)Nc2ccc(C)cc2)sc2c1CCN(C)C2	1	-5%	-48	0	10%	nt	4%	8%	3%	-9%
COc1ccc(/C=N/NC(=O)CNS(=O)(=O)c2ccccc2)cc1	-7	2%	11	5	7%	8	0%	4%	11%	-4%
CCOC(=O)C1=C(C)NC(=O)NC1c1ccc([N+](=O)[O-])o1 (configuration not stated)	0	-5%	1	-1	8%	-4	0%	1%	24%	4%
O=C(NCC1CCCCC1)c1cccc([N+](=O)[O-])c1	1	0%	8	-5	8%	?	3%	1%	10%	5%
COC(=O)[C@@H]1CC[C@@](C)(c2ccc(OC)cc2)C1(C)C	-15	?	3	5	3%	7	1%	-13%	?	-7%
O=C(Nc1cccc(S(=O)(=O)N2CCCCC2)c1)c1cncc(Br)c1	4	-5%	-3	nt	-20%	nt	0%	3%	?	nt
COc1ccccc1NC(=O)NC1CCS(=O)(=O)C1 (configuration not stated)	-7	0%	-6	7	1%	-1	1%	1%	-4%	4%
O=C(COC(=O)c1n[nH]c2ccccc12)c1cccc(Br)c1	0	7%	13	-7	8%	12	4%	10%	2%	6%
COC(=O)CCC(=O)Nc1sc(C)c(C)c1C(N)=O	-8	2%	-5	13	2%	0	1%	-7%	13%	-3%
CC(=O)Nc1ccc(S(=O)(=O)N2CCN(C(=O)c3cccnc3)CC2)cc1	-8	-7%	-20	-6	-8%	3	3%	-2%	?	-3%
CCC(C)(C)NC(=O)C(c1cccs1)N(C(=O)c1ccn[nH]1)c1ccccc1 (configuration not stated)	-2	13%	-24	16	4%	-5	5%	10%	2%	-6%
Clc1ccc(CSc2nnc(-c3sccc3-n3cccc3)o2)cc1	0	11%	-21	-11	-24%	-1	0%	0%	-14%	0%
Cc1nn(CC(=O)NCc2ccc(OC(C)C)cc2)c(=O)c2cc3occc3n12	nt	-3%	nt	-14	13%	1	1%	nt	-13%	1%
O=C(C1CCCN(S(=O)(=O)Cc2ccccc2)C1)N1CCCCC1 (configuration not stated)	-1	-6%	11	10	-3%	-1	-3%	-10%	-2%	-3%
Cn1c(CN2CCCC2)nc2cc(NC(=O)COc3ccc([N+](=O)[O-])cc3)ccc21	26	-17%	11	6	9%	0	-1%	nt	-14%	-13%
OCCN1CCN(c2ncnc3sc(-c4ccccc4)cc23)CC1	-1	0%	-6	-12	-1%	9	2%	2%	?	-7%
Cc1csc(=O)n1CCC(=O)OCC(=O)c1c(N)n(CC(C)C)c(=O)n(C)c1=O	3	1%	-5	-14	4%	-2	2%	6%	?	6%
